# Compound activity deposited in PubChem BioAssay by several laboratories.
# SDO1 yeast rescue = growth rescue of sdo1-depleted yeast, primary screen, S. cerevisiae, bone marrow failure model | AID 817, 2007 | z-score at 10 µM | S. cerevisiae sdo1-depleted JHY4D growth rescue, OD600 30 h; active compounds read high; pdr5 snq2 efflux-pump mutant strain | hit rate 0.21% among 140,000;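 active = z-score above 3 at both the 24 hr and the 30 hr optical density reads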;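 note: z-score against mean and SD of all compound wells on the same plate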
# INS promoter inh = inhibitors of insulin promoter-driven GFP, primary screen, imaging, TRM-6 cells (human fetal islet line), eGFP reporter, cell count | reporter expression induced with tamoxifen | inhibition, % at 2 µM | hit rate 0.9% among 130,000 | AID 1273, 2008;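 active = inhibition above the mean plus 3 SD, with well images judged a real hit on visual review, cut at about 60% in these data, passing the limit was not always enough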
# SDO1 yeast rescue Rescue 24 h = also measured in SDO1 yeast rescue; calls as there; z-score; S. cerevisiae sdo1-depleted JHY4D growth rescue, OD600; measured here: growth rescue at 24 h;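 0 is the plate mean of compound wells and units are plate SD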
# Numbers without * were called inactive; . = no result given; & = joins results of further samples. Some of the compounds tested; the hit share may differ from the screen's.
SMILES,SDO1 yeast rescue,SDO1 yeast rescue Rescue 24 h,INS promoter inh
O=C(Nc1ccccc1Cl)c1cccc(NC(=O)C2C3CC4OC(=O)C2C4C3)c1 (stereo not drawn),0.83,1.46,-31.0
CC(Nc1nc(N2CCNCC2)nc2ccccc12)c1ccccc1 (stereo not drawn),.,.,27.3
COc1ccc(-c2nnc(SCC(=O)N3c4ccccc4Sc4ccccc43)o2)cc1,-1.27,0.76,-60.0
COc1ccc(/C=N/NC(=O)C(=O)NCc2cccnc2)cc1OC,0.47,-0.19,.
O=C(NCCn1cc(SCc2ccccc2F)c2ccccc21)c1c(F)cccc1F,-0.84,-0.63,-4.8
COc1ccc(OC)c(C(c2nnnn2C2CCCC2)N2CCc3ccccc3C2)c1 (stereo not drawn),-1.04,-0.09,.
COc1ccc(NS(=O)(=O)c2cccc(C(=O)N/N=C/c3ccc(O)cc3)c2)cc1,.,.,46.7
CNS(=O)(=O)c1cnccc1N1CCN(C)CC1,-0.04,-0.82,0.0
COC(=O)c1ccc(CSc2nnnn2-c2ccc(C)cc2C)o1,-0.46,-0.29,-6.5
Cc1nc(NC(=O)C2CC2)sc1C(=O)N1CCCCC1,-0.21,-0.76,.
CCn1cc(C2=NOC(C(=O)Nc3cc(OC)c(Cl)cc3OC)C2)c(C)n1 (stereo not drawn),0.12,-0.18,.
CCCn1c(SCC(=O)N2c3ccccc3Sc3ccccc32)nc2c1c(=O)n(C)c(=O)n2C,-1.76,-1.05,-28.6
CC1=NN(c2ccc(C)cc2C)C(=O)C1C(c1cccc(O)c1)C1C(=O)N(c2ccc(C)cc2C)N=C1C (stereo not drawn),-0.13,-0.37,24.3
CCOC(=O)N1CCN(C(=O)c2ccc(OC(C)=O)cc2)CC1,.,.,-42.9
CCOC(=O)C1Cc2ccccc2C(=O)O1 (stereo not drawn),0.43,-0.3,.
COc1ccc(NC(=O)C2CCCN2S(=O)(=O)c2cccc3cccnc23)c(OC)c1 (stereo not drawn),-2.93,-2.11,.
OCC1(Cc2ccccc2)CCCN(Cc2ccn[nH]2)C1 (stereo not drawn),.,.,53.3
COc1ccccc1CNC(=O)c1cc(-c2cccnc2)nc2ccccc12,.,.,5.6
COc1cc(/C=C(\C#N)C(=O)NCC2CCCO2)ccc1O (stereo not drawn),0.75,0.6,.
c1nc(N2CCOCC2)c2c3c(sc2n1)CCCC3,0.45,0.1,0.0
COc1cc(CNC(C)(C)CO)ccc1OCC(=O)Nc1ccc(Br)cc1,-0.13,-0.51,-34.3
CCn1c(=O)cc(OCC(=O)N2CCCC2)c2ccccc21,0.65,0.48,.
O=c1c2ccccc2nc(SCCN2CCCCC2)n1CCc1ccccc1,.,.,-48.1
CCC1CCCCN1C(=O)CSc1nnc(CNC(=O)c2ccco2)o1 (stereo not drawn),1.79,0.63,-27.0
N#Cc1ccc(CSc2nnc(-c3ccccn3)n2-c2ccccc2)cc1,-0.57,-0.2,-50.0
Clc1ccc(COn2nnc3ccccc32)c(Cl)c1,-0.92,-0.73,33.3
O=c1c(Oc2ccccc2F)coc2cc(OCc3cnn(-c4ccccc4)c3)ccc12,-0.11,0.44,13.3
CCN(C(=O)Cc1c(C(=O)O)[nH]c2ccccc12)c1cc(OC)ccc1OC,0.28,-0.36,22.9
CN(CCO)CC(O)Cn1cnc2c1c(=O)n(C)c(=O)n2C (stereo not drawn) (tested in a mixture with another compound),-1.11,-0.88,-38.1
Cc1nc2ccccc2c(=O)n1CCCn1ccnc1,0.59,0.29,52.4
CNC(=O)COC(=O)c1cc2c(C)nn(-c3ccc(F)cc3)c2s1,1.14,1.95,0.0
COc1ccccc1-n1c(SCC(=O)NC2CCCC2)nc2cccnc21,0.3,-0.62,.
CCCNC(=O)C(=O)NCc1ccccn1,.,.,15.0
CC1(C)CC(=O)c2cc(C(=O)NCc3ccco3)c(=O)n(-c3ccc(Cl)cc3)c2C1,0.46,0.45,-10.5
O=C1CN(C(=O)COC(=O)c2oc3ccccc3c2COc2ccccc2)c2ccccc2N1,-0.88,0.7,22.0
COc1ccc(COC(=O)c2n[nH]c3ccccc23)cc1F,-1.14,-0.24,-34.2
O=C1CCCN1CCCNC(=S)Nc1ccc(Cl)cc1Cl,.,.,18.2
O=C(CSc1nc2ccccc2s1)NC1CCS(=O)(=O)C1 (stereo not drawn),0.25,0.42,-13.5
CCc1ccccc1N(C(C)=O)c1nc(CN=C=S)cs1,.,.,-60.0
CCS(=O)(=O)N1CCC(C(=O)N2CCOCC2)CC1,1.1,0.97,43.3
Cc1cc(=O)[nH]c(SCn2nnc3ccccc3c2=O)n1,0.39,0.7,-19.3
COC(=O)C1C(c2ccccc2)C(C(=O)OCc2ccco2)C1c1ccccc1 (stereo not drawn),-1.81,-1.49,-5.6
Cc1ccc2c(c1)N(CC(=O)N(Cc1ccccn1)Cc1ccco1)C(=O)C(C(C)C)O2 (stereo not drawn),-0.72,-0.53,-118.8
O=c1cccc(-c2ccccc2)[nH]1,0.48,0.72,-35.7
CCCC1(C(=O)OCC)NC(c2ccc(N(C)C)cc2)C2C(=O)N(c3ccc(OCC)cc3)C(=O)C21 (stereo not drawn),-0.43,-0.08,.
CS(=O)(=O)N(Cc1ccccc1)c1ccc(C(=O)NCC2CCCO2)cc1 (stereo not drawn),0.49,0.69,3.7
CCOC(=O)c1cc2n(c1C)-c1ccccc1C2=O,0.18,-0.03,.
CCCn1c2c(c(O)c(C(=O)Nc3ncccc3C)c1=O)CCCC2,-0.59,-0.42,.
O=C(Nc1ccc(N2CCCC2)cc1)c1cccc(F)c1,-0.92,-0.23,54.5
Cn1ncc2cc(NC(N)=S)ccc21,.,.,46.7
O=C(CN1CCN(c2ccccn2)CC1)Nc1ccc(Cl)c(C(F)(F)F)c1,-1.1,-0.64,9.7
CC(C)CC(=O)Nc1ccccc1-c1nnn(CC(=O)N2CCc3ccccc3C2)n1,-0.89,-0.84,-2.7
O=C(c1ccccc1F)N(Cc1ccc2c(c1)OCO2)Cc1cc2cc3c(cc2n2nnnc12)OCO3,-1.05,-0.91,-37.1
COc1c(/C=N/NC(N)=S)c(C)nn1-c1ccccc1,0.4,5.64,50.0
COc1cccc(NC(=S)NN2CCN(C)CC2)c1,0.78,0.08,10.3
CC(C(=O)Nc1ccc([N+](=O)[O-])cc1)N1CCN(C/C=C/c2ccccc2)CC1 (stereo not drawn),-0.06,0.07,-90.6
CCN(CC)/C(=N/O)NC(=O)NS(=O)(=O)c1ccc(C)cc1,0.47,-0.23,-17.6
CCc1c(O)nc(SCC(=O)N2CCOCC2)n(-c2ccccc2)c1=O,1.25,0.37,9.7
Cc1ccc(-c2nc3ccc(NS(=O)(=O)c4ccccc4)cc3[nH]2)o1,-0.2,0.41,-31.4
O=C1CSC(c2cccc(F)c2)N1c1ccccc1F (stereo not drawn),-0.37,-1.36,42.9

# New compounds follow.
SMILES,SDO1 yeast rescue,SDO1 yeast rescue Rescue 24 h,INS promoter inh
CCOc1ccccc1NC(=O)CSc1nccn1-c1ccccc1,-0.76,-0.58,.
C/C(O)=C(\C#N)c1nnc2n1CCCCC2,0.19,-0.48,-14.3
Cc1c(C(N)=O)sc(N)c1C(=O)OC(C)C,1.92,1.03,.
CCC(CO)Nc1nc(CN2CCCCC2)nc2scc(-c3ccccc3)c12 (stereo not drawn),0.7,0.53,.
Cc1ccnc(NC(=O)CCC(=O)N(CC(=O)NC2CCCCC2)Cc2ccccc2)c1,.,.,0.0
CCOC(=O)c1cccc(NC(=O)Cn2cc3c(n2)CCC(C)C3)c1 (stereo not drawn),-1.52,-1.4,20.0
Cc1cccc2c(=O)cc(C)n(CC(=O)N3CCOCC3)c12,1.17,-1.02,.
CNC(=S)N/N=C/c1cccc(OCc2ccccc2F)c1,-1.62,-1.59,21.1
CCOc1ccc(-c2cc(C(=O)O)c3ccccc3n2)cc1,-0.65,-1.31,45.8
CC(C)N1CCC(=NNc2ccc(S(=O)(=O)N3CCOCC3)cc2[N+](=O)[O-])CC1,0.87,-0.16,3.1
CCOC(=O)c1ccc(-c2ccc(/C=N/NC(=O)CN(c3cccc(C)c3)S(C)(=O)=O)o2)cc1,-0.14,0.77,.
CCN(CC)S(=O)(=O)c1ccc(C(=O)NCCc2ccccn2)cc1,.,.,47.1
COc1cccc(Cn2c(NCc3ccccn3)nc3c2c(=O)n(C)c(=O)n3C)c1,.,.,27.8
O=C(NC(Cc1ccccc1)c1ccc2c(c1)OCCCO2)c1ccc(F)cc1 (stereo not drawn),-0.31,-0.3,0.0
N/C(=N\OC(=O)Cc1ccccc1)c1ccc([N+](=O)[O-])cc1,-0.33,-0.41,41.7
COc1cccc(C(c2nnnn2Cc2ccccc2)N2CCN(C3CCCC3)CC2)c1OC (stereo not drawn),-0.11,-0.7,18.2
CCc1cc2cc(C)ccc2nc1SCC(=O)Nc1cc(C)on1,-0.79,-0.35,-225.0
CC(=O)N1c2ccccc2NC2=C(C(=O)CCC2)C1c1ccco1 (stereo not drawn),.,.,9.5
O=C(C1CCN(S(=O)(=O)N2CCC3(CC2)OCCO3)CC1)N1CCC(Cc2ccccc2)CC1,0.55,1.1,-40.6
CN(C(=O)COC(=O)CNC(=O)c1ccc(Cl)cc1Cl)c1ccccc1,.,.,0.0
Cn1c(=O)n(C)c2cc(NC(=O)CCl)ccc21,-0.11,-1.02,-25.7
O=C(OC1CCCCC1=O)c1ccc(S(=O)(=O)Nc2ccccc2)cc1 (stereo not drawn),.,.,8.6
CCCn1c(SCC(=O)NCCc2ccc(OC)c(OC)c2)nc2c1c(=O)n(C)c(=O)n2C,0.86,1.01,.
Cn1cc(SCC(N)=O)c2ccccc21,1.71,1.98,.
O=C(Cc1cccs1)Nc1nncs1,0.48,-0.21,44.7
Cc1ccnc(SCC(=O)c2ccc(Br)cc2)c1C#N,-0.25,0.33,61.1*
CCOC(=O)c1ccc(NCc2nc3ccccc3n2C)cc1,-0.56,-0.62,-5.1
CC1CCCCN1C(=O)Cn1c(=O)n(-c2ccc(F)cc2)c(=O)c2sccc21 (stereo not drawn),.,.,31.2
CCN1C(c2ccc(F)cc2)=CS/C1=C(\C#N)c1nnc2n1-c1ccccc1SC2,-1.75,-1.31,.
Cc1cccc(-n2c(O)c(/C=N/NC(=O)c3ccccc3Cl)c3ccccc3c2=O)n1,1.87,1.92,.
CC1Cc2ccccc2N1C(=O)COC(=O)c1c2c(nc3ccccc13)CCCCC2 (stereo not drawn),-1.31,-1.49,28.6
C=C(C)CN1CCN(S(=O)(=O)c2ccc(C)c(N(C)S(=O)(=O)c3ccc(C)cc3)c2C)CC1,-0.51,0.16,-50.0
Cc1ccc(N2C(=O)C3C(c4ccccc4)(C2=O)C3(c2ccccc2)c2ccccc2)cc1 (stereo not drawn),-0.33,-0.66,-13.8
O=C(NCc1nc2ccccc2[nH]1)c1ccco1,0.3,-0.25,55.2
Cc1nn(-c2ccccc2)c(C)c1/C=N\NS(=O)(=O)c1ccc(Cl)cc1,-1.55,-0.61,-45.8
O=[n+]1c2c(n([O-])c3c1CCCC3)CCCCC2,-0.37,-0.88,.

# Continued; it opens with the 5 that closed the last part.
SMILES,SDO1 yeast rescue,SDO1 yeast rescue Rescue 24 h,INS promoter inh
C=C(C)CN1CCN(S(=O)(=O)c2ccc(C)c(N(C)S(=O)(=O)c3ccc(C)cc3)c2C)CC1,-0.51,0.16,-50.0
Cc1ccc(N2C(=O)C3C(c4ccccc4)(C2=O)C3(c2ccccc2)c2ccccc2)cc1 (stereo not drawn),-0.33,-0.66,-13.8
O=C(NCc1nc2ccccc2[nH]1)c1ccco1,0.3,-0.25,55.2
Cc1nn(-c2ccccc2)c(C)c1/C=N\NS(=O)(=O)c1ccc(Cl)cc1,-1.55,-0.61,-45.8
O=[n+]1c2c(n([O-])c3c1CCCC3)CCCCC2,-0.37,-0.88,.
CN(C(=O)/C=C/c1ccc([N+](=O)[O-])s1)c1ccccc1,.,.,-218.8
Cc1cccc(CCNS(=O)(=O)c2ccc3c(c2)oc(=O)n3C)c1,0.11,0.12,.
Cc1cc2c(ccc3c2no[n+]3[O-])nn1,0.44,-0.6,.
Cn1nnc2cc(C(=O)NC3CC3)ccc21,1.21,0.82,37.9
O=C(CSC1=NCCN1)C1COc2ccccc2O1 (stereo not drawn),-0.48,-0.24,-46.4
O=c1c2[nH]c3cccc(Cl)c3c2ncn1CCN1CCCCC1,0.98,1.19,.
c1ccc(Cc2nnc3sc(C4COc5ccccc5O4)nn23)cc1 (stereo not drawn),-0.51,-0.16,8.3
Cc1ccsc1/C=N/NC(=O)Nc1ccccc1,.,.,-50.0
COc1ccc(C(CC(=O)NCCCN2CCOCC2)NS(=O)(=O)c2ccc(C)cc2)cc1 (stereo not drawn),1.22,0.48,25.0
Cc1c(C(=O)Nc2ccccc2[N+](=O)[O-])csc1-c1ccccc1,-0.76,-0.21,.
Cc1cccc(OCCCC(=O)Nc2ccc(N(C)C)cc2)c1,0.44,0.2,-13.2
CCn1nc(CC(=O)Nc2ccc(-n3cnnn3)c(OC)c2)c2ccccc2c1=O,-0.13&0.78,0.42&0.65,-33.3

# An excerpt from above in order of the INS promoter inh value, descending:
structure	SDO1 yeast rescue	SDO1 yeast rescue Rescue 24 h	INS promoter inh
Cn1nnc2cc(C(=O)NC3CC3)ccc21	1.21	0.82	37.9
COc1ccc(C(CC(=O)NCCCN2CCOCC2)NS(=O)(=O)c2ccc(C)cc2)cc1 (stereo not drawn)	1.22	0.48	25.0
c1ccc(Cc2nnc3sc(C4COc5ccccc5O4)nn23)cc1 (stereo not drawn)	-0.51	-0.16	8.3
